High-throughput results from PubChem.
ZTA counter: counter-screen for EBNA-1 inhibitors: inhibitors of Epstein-Barr virus ZTA; hit rate 0.15% among 320,000; P03206; AID 2234; inhibition, % at 11 µM; ZTA-DNA binding, fluorescence polarization; in the data active = inhibition above about 33%
Target sequence (P03206 whole entry, looked up): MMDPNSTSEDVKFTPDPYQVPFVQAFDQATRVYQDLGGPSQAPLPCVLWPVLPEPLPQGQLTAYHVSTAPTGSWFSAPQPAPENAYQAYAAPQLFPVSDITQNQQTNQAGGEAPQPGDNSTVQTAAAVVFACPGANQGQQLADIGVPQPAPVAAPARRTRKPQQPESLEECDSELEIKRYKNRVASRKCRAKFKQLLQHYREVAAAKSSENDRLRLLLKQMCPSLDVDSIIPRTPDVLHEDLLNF
PAD4 inh: human PAD4 inhibitors, primary screen, biochemical, fluorescence polarization, 1536-well format. recombinant PAD4, RCA probe fluorescence polarization. hit rate 0.41% among 330,000. Protein-arginine deiminase type-4 (Homo sapiens), Q9UM07. inhibition, % at 6.36 µM. AID 485272, 2010;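 active = percent inhibition above a cutoff equal to the mean of all tested compounds plus 3 SD, cut at about 15% in these data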;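 also: 0% = PAD4 with RCA probe and DMSO and 100% = probe without PAD4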
GSTO1 inh: inhibitors of recombinant GSTO1, primary screen, counter-screen for RBBP9 inhibitor project, biochemical, fluorescence polarization; Glutathione S-transferase omega-1 (Homo sapiens), P78417; activity-based probe fluorescence polarization; inhibition, % at 5.96 µM; hit rate 1.1% among 300,000;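 active = inhibition above the campaign mean inhibition plus 3 SD, cut at about 35% in these data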;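 also: 0% = GSTO1-1 with DMSO and 100% = wells lacking GSTO1-1 enzyme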
LYPLA2 counter: LYPLA2 inhibitors, primary screen, counter-screen for PME1 inhibitor project, biochemical, fluorescence polarization, FP-Rh probe ABPP; recombinant LYPLA2; Acyl-protein thioesterase 2 (Homo sapiens), O95372; hit rate 0.38% among 320,000; inhibition, % at 5.9 µM;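 active = inhibition above the screen-wide mean plus 3 SD, limit set per campaign, cut at about 26% in these data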;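 also: 0% = LYPLA2 with DMSO and 100% = wells lacking LYPLA2 enzyme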
Target sequence (O95372 whole entry, looked up): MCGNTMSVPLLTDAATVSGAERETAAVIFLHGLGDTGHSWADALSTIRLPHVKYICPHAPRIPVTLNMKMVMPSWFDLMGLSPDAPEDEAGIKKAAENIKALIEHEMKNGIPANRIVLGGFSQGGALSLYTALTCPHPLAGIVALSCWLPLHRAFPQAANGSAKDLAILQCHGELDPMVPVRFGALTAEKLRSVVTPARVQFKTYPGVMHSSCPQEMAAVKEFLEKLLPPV
PAFAH1B3 inh: PAFAH1B3 enzyme inhibitors, primary screen, biochemical, fluorescence polarization, human | Platelet-activating factor acetylhydrolase IB subunit alpha1 (Homo sapiens), Q15102 | recombinant PAFAH1B3, FP-rhodamine probe | inhibition, % at 3.39 µM | hit rate 0.28% among 340,000 | AID 492972, 2010;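 active = inhibition above the screen-wide average of all tested compounds plus 3 SD, cut at about 25% in these data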;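 also: 0% = enzyme with DMSO only and 100% = wells lacking PAFAH1B3 protein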
Target sequence (Q15102 whole entry, looked up): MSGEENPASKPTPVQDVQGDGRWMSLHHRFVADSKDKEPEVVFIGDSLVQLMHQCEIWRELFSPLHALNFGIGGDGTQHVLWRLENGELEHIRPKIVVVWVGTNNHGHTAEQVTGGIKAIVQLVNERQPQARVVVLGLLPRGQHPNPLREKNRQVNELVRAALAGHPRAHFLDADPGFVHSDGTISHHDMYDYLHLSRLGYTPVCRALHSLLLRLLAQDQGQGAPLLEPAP
PAFAH2 inh: PAFAH2 enzyme inhibitors, primary screen, biochemical, fluorescence polarization, human; recombinant PAFAH2, FP-rhodamine activity probe; inhibition, % at 3.39 µM; Platelet-activating factor acetylhydrolase 2, cytoplasmic (Homo sapiens), Q99487; hit rate 0.99% among 340,000; AID 492956, 2010;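 active = inhibition above the mean over all tested compounds plus 3 SD, cut at about 30% in these data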;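 also: inhibitors block probe labeling of enzyme so polarization drops; 0% = enzyme with DMSO and 100% = wells lacking PAFAH2 protein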
LYPLA1 inh: LYPLA1 inhibitors, primary screen, counter-screen for PME1 inhibitor project, biochemical, fluorescence polarization, FP-Rh probe ABPP | hit rate 0.16% among 320,000 | recombinant LYPLA1 | inhibition, % at 5.9 µM;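 active = inhibition above the mean of all tested compounds plus 3 SD, set per campaign, cut at about 14% in these data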;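 also: inhibitors block serine hydrolase probe labeling of LYPLA1 so polarization falls; 0% = enzyme with DMSO and 100% = wells lacking LYPLA1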
Target sequence (O75608 whole entry, looked up): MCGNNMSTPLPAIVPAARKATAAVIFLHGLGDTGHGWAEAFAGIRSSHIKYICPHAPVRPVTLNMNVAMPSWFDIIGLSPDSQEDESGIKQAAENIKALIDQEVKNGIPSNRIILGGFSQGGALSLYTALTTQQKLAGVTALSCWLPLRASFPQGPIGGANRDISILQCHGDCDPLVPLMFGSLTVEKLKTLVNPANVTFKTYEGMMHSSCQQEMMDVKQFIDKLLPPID
PREPL inh: PREPL enzyme inhibitors, primary screen, biochemical, fluorescence polarization; Prolyl endopeptidase-like (Homo sapiens), Q4J6C6; recombinant PREPL, fluorescence polarization activity-based probe; inhibition, % at 5.96 µM; hit rate 0.68% among 320,000; in the data active = inhibition above about 43%;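 also: 0% = enzyme with DMSO and 100% = wells lacking enzyme; many of its hits are not listed in these tables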
EBNA-1 inhibitor: EBNA-1 DNA-binding inhibitors, primary screen, biochemical, fluorescence polarization; inhibition, % at 14.8 µM; hit rate 0.34% among 300,000; in the data active = inhibition above about 28%
The depositor's hits bear a star; nt = not tested or not shown.

SMILES	ZTA counter	PAD4 inh	GSTO1 inh	LYPLA2 counter	PAFAH1B3 inh	PAFAH2 inh	LYPLA1 inh	PREPL inh	EBNA-1 inhibitor
O=C(OC1CCCCC1=O)c1cccc(S(=O)(=O)NCc2ccccc2)c1 (stereo not drawn)	-8	-3	-3	0	3	8	-7	-9	-2
COCCNC(=O)c1ccc(S(=O)(=O)N2CCCc3ccccc32)cc1	-2	-4	5	8	10	-6	-4	-1	3
O=Cc1cccc(OC(=O)c2ccc(Cl)cc2Cl)c1	11	2	3	3	nt	nt	-5	-5	4
CCCCn1nc(C(=O)N(CCOC)c2c(N)n(CCCC)c(=O)[nH]c2=O)c2ccccc2c1=O	-25	-1	nt	5	6	6	4	8	nt
O=C(CN1CCN(C(=O)c2ccco2)CC1)Nc1ccc(Cl)c(C(F)(F)F)c1	1	-6	34	9	8	6	8	-22	8
CCN(CC)CCNC(=O)CCCCn1c(=S)[nH]c2c([nH]c3ccc(OC)cc32)c1=O	4	1	25	0	0	-7	2	28	5
CCCc1nc2oc3cc(OC)ccc3c(=O)c2c(=O)n1Cc1ccco1	-7	-8	8	0	11	12	-3	8	2
Cc1ccc(C(=O)NCC#N)cc1	0	-1	-3	5	4	-9	1	-2	-8
CCOc1ccc(C(=O)N(CC(=O)Nc2cccc(C)c2C)CC2CCCO2)cc1OC (stereo not drawn)	3	-4	nt	-4	-4	5	-1	5	nt
CC1=C(C(=O)N2CCCC(N3CCN(c4ccccc4C)CC3)C2)OCCO1 (stereo not drawn)	5	0	1	6	5	10	4	22	12
CC1(C)Cc2c(c(N3CCOCC3)nc3sc(C#N)c(N)c23)CS1	7	-2	3	-3	7	4	1	13	-5
CCCNC(=O)C1CCN(S(=O)(=O)c2ccc(Br)cc2)CC1	-14	-2	1	-5	4	5	-2	7	-8
CNc1ccccc1C(C)(C)c1cc(-c2cccc(Br)c2)no1	5	-53	-16	-47	-19	-24	-21	-72	10
Cc1ccccc1C(=O)Nc1cccc(-c2ccc(N3CCOCC3)nn2)c1	1	1	1	5	-2	-1	-3	6	4
CCc1ccccc1OCC(=O)OCC(=O)Nc1cc(C)on1	-10	-3	nt	0	7	2	0	7	nt
COc1ccc(C)cc1-n1cnnn1	14	-3	-4	3	-3	-3	-2	3	3
O=C(CCc1nc(-c2ccc(F)cc2)no1)Nc1cccc(C(=O)NC2CC2)c1	nt	-4	nt	nt	10	5	nt	6	nt
O=C(CCCn1c(=S)[nH]c2ccccc2c1=O)NCCSCc1ccccc1	-12	1	6	-3	5	8	-5	6	0
COc1ccc(C(=O)NNC(=O)c2ccc(S(=O)(=O)N3CC(C)OC(C)C3)cc2)cc1 (stereo not drawn)	-7	1	-4	-2	8	-2	-1	-9	2
CCCCOC(=O)Nc1ccc(C(=O)OCCC)cc1	-3	-1	-7	10	3	-1	-2	-9	3
N#C/C(=C(/O)CCCl)c1ccccn1	2	0	5	5	7	5	2	8	5
COc1cc(C(=O)/C=C/Nc2ccc(NC(C)=O)cc2)cc(OC)c1OC	7	1	-2	-1	8	-11	2	-1	6
CC1=NCCN1S(=O)(=O)c1cc(Cl)ccc1Cl	-30	-4	6	-4	-7	15	2	-14	-18
CCN(CC)CCCN(Cc1cc2cc3c(cc2[nH]c1=O)OCO3)C(=S)NCCCN(C)C	1	-3	8	2	9	4	-4	19	3
Cc1cc(NC(=O)Cn2nc(C)c([N+](=O)[O-])c2C)no1	10	-1	7	3	-1	-4	-2	-8	3
Cc1ccccc1NC(=O)c1cc2ccccn2n1	-4	3	2	6	1	-11	1	3	5
O=C(Nc1cccc2ccccc12)N1CCOCC1	0	-11	-4	1	3	2	0	-2	-3
CCC1CCCCN1Cc1nc2c(c(=O)n(C)c(=O)n2C)n1CC(C)C (stereo not drawn)	9	-1	2	1	2	-10	0	4	-1
Cc1ccc(CC(=O)NCC(c2ccco2)N(C)C)cc1C (stereo not drawn)	0	-4	0	-4	6	6	-2	7	-15
CCc1c(O)nc(SC2CC(=O)N(c3ccccc3)C2=O)[nH]c1=O (stereo not drawn)	11	-1	2	4	9	8	0	0	0
O=C(NCCC1=CCCCC1)C1CC(=O)N(C2CCCCCC2)C1 (stereo not drawn)	-2	1	-1	-2	2	-1	2	-1	-2
O=C(CN1C(=O)NC2(CCCCCC2)C1=O)N1CCN(c2ccc(F)cc2)CC1	-11	0	nt	5	-3	2	1	19	nt
Cc1ccc(C(=O)C[n+]2cccc(C(N)=O)c2)cc1	6	-2	5	-5	-2	3	-2	0	-3
COC(=O)[C@H](Cc1ccccc1)NC(=O)N1CCN(Cc2ccccc2)CC1	-2	0	-9	4	3	-9	1	-4	0
CC(C)(C)NC(=O)CN(CCN1CCOCC1)C(=O)CNS(=O)(=O)c1ccccc1	-1	-1	2	-1	-1	-8	1	1	-3
CC(=O)c1cccc(NC(=O)c2ccc(NC(=O)CC3SC(N4CCCCC4)=NC3=O)cc2)c1 (stereo not drawn)	0	-3	3	4	5	1	-4	6	1
COCCn1cnc2cc(C)c(C)cc21	6	-2	-7	-4	2	9	1	-2	0
CCCCn1c(Cc2ccccc2)n[nH]c1=S	0	3	0	-5	6	1	-1	-2	0
COc1ccccc1Cn1c(/C=C/c2ccccc2)nc2ccccc21	-3	5	-5	-3	-1	-7	-6	10	1
Cc1cnc(C(=O)OC(C)C(=O)Nc2ccc(Oc3ccccc3)cc2)cn1 (stereo not drawn)	1	1	nt	6	5	1	3	8	nt

4 compounds picked at random from the list so far:
SMILES	ZTA counter	PAD4 inh	GSTO1 inh	LYPLA2 counter	PAFAH1B3 inh	PAFAH2 inh	LYPLA1 inh	PREPL inh	EBNA-1 inhibitor
COc1cc(C(=O)/C=C/Nc2ccc(NC(C)=O)cc2)cc(OC)c1OC	7	1	-2	-1	8	-11	2	-1	6
COC(=O)[C@H](Cc1ccccc1)NC(=O)N1CCN(Cc2ccccc2)CC1	-2	0	-9	4	3	-9	1	-4	0
Cc1ccccc1NC(=O)c1cc2ccccn2n1	-4	3	2	6	1	-11	1	3	5
Cc1ccc(CC(=O)NCC(c2ccco2)N(C)C)cc1C (stereo not drawn)	0	-4	0	-4	6	6	-2	7	-15

More records follow.
SMILES	ZTA counter	PAD4 inh	GSTO1 inh	LYPLA2 counter	PAFAH1B3 inh	PAFAH2 inh	LYPLA1 inh	PREPL inh	EBNA-1 inhibitor
O=C(NNC(=O)C1C2CCC(C2)C1C(=O)O)c1ccc(Br)o1 (stereo not drawn)	4	4	6	3	nt	nt	-1	23	2
COc1cc(C(=O)Nc2cc(-c3cn4cccnc4n3)ccc2C)cc(OC)c1OC	11	-5	2	-3	8	6	-2	-2	8
CCCN(C(=O)CN1C(=O)NC2(CCCCCC2)C1=O)C1CCS(=O)(=O)C1 (stereo not drawn)	-12	-3	6	6	5	1	1	18	1
O=C(CN1CCOCC1)Nc1c(Cl)cc(Cl)cc1Cl	11	-3	8	8	3	4	5	-7	5
O=C(CSCCc1ccccn1)Nc1ccccn1	2	1	8	9	-1	1	1	10	-4
CCOC(=O)C1(Cc2ccc(OC)cc2)CCN(C(=O)[C@@H]2CCCN2C(C)=O)CC1	-8	-3	5	6	-1	3	4	8	-21
Oc1nc(-c2ccc(Br)cc2)n2ccncc12	8	-1	6	3	4	-4	5	2	12
O=C1CN2CCC1C/C2=C\c1ccnc2c(Cl)cccc12 (stereo not drawn)	20	0	7	-2	3	9	6	6	-2
CCOc1ccc(S(=O)(=O)Nc2cccc(C(=O)N3CCN(c4cccc(OC)c4)CC3)c2)cc1	5	0	3	-4	-2	4	-1	16	-1
C=CCn1c(SC(C)CC)nc(O)cc1=O (stereo not drawn)	4	1	6	-9	-11	-1	-4	5	0
O=C(NC1CCN(S(=O)(=O)c2ccc(F)cc2)CC1)C1CCCCC1	2	1	4	5	-2	-1	4	-3	7
CC1=C(C(=O)Nc2cc(C)ccn2)C(c2ccc(C)cc2)C2=C(CCCC2=O)N1 (stereo not drawn)	4	3	-7	-4	6	14	3	9	-5
CCOC(=O)C1C(C)=C(Nc2ccc(OC)cc2)C(=O)N1c1ccc(OC)cc1 (stereo not drawn)	-4	-1	-9	0	6	0	4	5	12
N/C(Cc1ccc(Cl)c(Cl)c1)=N\OC(=O)c1ccc(Br)o1	-17	0	-16	-2	1	0	-4	-10	-6
COc1ccc(OC)c(-c2cc(C(=O)NCCCn3ccnc3)no2)c1	2	-2	0	4	4	8	-1	1	-2
CCOC(=O)c1ccc(CN2C(=O)c3ccccc3S2(=O)=O)cc1	2	-1	-2	2	6	-10	2	-11	15
O=C1NCC(O)=C1C=NCCO	-4	2	-7	-5	4	-1	-1	-7	2
CSc1nsc(N/N=C/c2ccc3c(c2)OCO3)c1C#N	-1	-3	0	-4	3	-4	-5	17	-6
CCCCNc1nc(-c2ccccc2)c(C(=O)OCC)cc1C#N	10	4	2	-4	4	-6	-4	3	-6
C=C1CCN([C@@H](C)C(=O)OCc2cccc(C)c2)S(=O)(=O)c2ccccc21	-5	0	3	2	4	10	-1	15	6
COc1ccc(/C=N/NC(=O)c2ccc(Cl)cc2)cc1COC(C)=O	4	-1	1	-5	0	-4	0	0	-1
CCOC(=O)c1ccc2[nH]c3c(c2c1)CCCC3NC=O (stereo not drawn)	15	2	8	-2	1	-5	2	10	2
Cc1cnc(C(=O)OCC(=O)c2csc(N3CCCCC3)n2)cn1	-2	1	14	-2	-2	11	0	6	4
CCNC(=S)N(CCc1c(C)[nH]c2ccccc12)Cc1cccnc1	-8	-5	-2	-1	5	-8	6	4	-14
CCN1C(=O)/C(=C/N2CCc3ccccc32)SC1=S	7	3	10	6	6	2	0	2	0
CCOC(=O)N1CCN(C(=O)CSc2nnc(-c3ccc(Cl)s3)o2)CC1	-3	0	2	0	nt	nt	-1	-5	2
CCOC(=O)c1sc(NC(=O)c2ccc(S(=O)(=O)N3CCOCC3)cc2)cc1C	16	-7	-37	-22	0	-9	-21	-3	2
CC(C)CCOc1ccc(C(=O)NCCC(=O)N2CCOCC2)cc1	1	-1	-5	1	2	-6	-1	1	-13
COc1ccc(NC(=O)Nc2cccs2)cc1Cl	-13	2	1	0	7	5	-10	12	-9
Cc1cc(C)nc(SCc2nnc(SCC(=O)Nc3ccc(C)c(C)c3)o2)n1	-9	4	-3	-2	-11	2	-4	-12	5
O=C(c1ccco1)N1CCN(Cc2ccc(Br)cc2)CC1	-11	-2	3	3	7	-1	2	10	-3
CCOc1ncccc1C(=O)NCCc1ccc(S(N)(=O)=O)cc1	-2	2	-4	-2	6	2	2	1	-4
COc1ccc(N2CCN(C(C)C(=O)Nc3nnc(C)s3)CC2)cc1 (stereo not drawn)	4	-2	-3	-3	-2	4	1	-1	0
COc1ccccc1C(CC(N)=O)c1ccco1 (stereo not drawn)	-13	-3	0	-2	1	-3	-4	-4	-2
Cc1ccc(S(=O)(=O)N2CCc3ccccc3C2CN2C(=O)c3ccccc3C2=O)cc1 (stereo not drawn)	7	-1	5	1	-3	-5	-2	-18	-13
Cc1cc2c(cc1C)CSC(c1ccc3ccccc3c1O)SC2	6	-2	-2	-3	2	0	-3	4	3
Cc1nonc1C(=O)N/N=C/c1ccc([N+](=O)[O-])o1	-8	-7	24	-1	0	2	-3	-2	-10

Some of the compounds tested, so the mix of outcomes need not match the whole.
